Rac1 GTP hydrolysis – MgcRacGAP GTPase-activating activity inhibitors, confirmation, biochemical, ADP Hunter fluorescence | 0.6% of 340,000 active | MgcRacGAP-stimulated Rac1 GTP hydrolysis, ADP Hunter fluorescence; higher % means a stronger effect; GST-tagged Rac1 F28L mutant substrate | AID 624330 | inhibition, % at 30 µM, or IC50 in µM where a hit was titrated;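 active = first-screen hits whose inhibition reached a set limit at any dose in the follow-up dose series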;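 also: fluorescence reports GDP produced by GAP-driven GTP hydrolysis; strong numbers were not always called active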
RSV antiviral HEp-2 – inhibition of RSV-induced cytopathic effect – HEp-2 cells, primary 10 µM value included (AID 2391) | HEp-2 cells, RSV-induced CPE inhibition; higher % means a stronger effect | CPE inhibition, % at 10 µM; hits with a dose series show IC50 in µM | 0.13% of 310,000 active; in the data active = a potency from the dose series; also: strong numbers were not always called active
NS5 inhibitors – Dengue-2 NS5 methyltransferase inhibitors, primary screen, biochemical, confirmation dose response (AID 588689); one-dose inhibition, % at 25 µM; IC50 in µM for titrated hits; 0.3% of 340,000 active; Dengue-2 NS5 methyltransferase capping enzyme assay, biochemical; higher % means a stronger effect; in the data active = a potency from the dose series
The depositor's hits bear a star. This is a subset (hit frequency here may not be typical).

canonical_smiles	Rac1 GTP hydrolysis	RSV antiviral HEp-2	NS5 inhibitors
CC1CC(C)(C)CC2(C1)NC(=O)N(CC(=O)Nc1c(F)cccc1F)C2=O (stereo not given)	1.3%	2.4%	4.4%
COc1ccc(OC)c(NC(=O)COC(=O)c2ccc(OC)c(S(=O)(=O)N3CCOCC3)c2)c1	0.4%	1.5%	-12.3%
CC(=O)NCCC(=O)Nc1cc(S(=O)(=O)N2CCCCC2)ccc1N1CCCCC1	3.7%	2.0%	0.0%
Cc1cccc(OCC(=O)OCC(=O)NCC2CCCO2)c1C (stereo not given)	2.5%	0.3%	0.7%
O=C(COc1ccccc1Cl)NNC(=O)c1ccc2c(=O)n3c(nc2c1)CCC3	-2.2%	0.2%	-5.3%
Cc1ccc(C)c(S(=O)(=O)N2CCN(Cc3cc4c(cc3O)OCO4)CC2)c1	-1.1%	1.0%	-7.8%
O=C(c1ccc(-c2ccc(Cl)cc2)o1)N1CCN(S(=O)(=O)c2cccs2)CC1	9.7%	8.9%	-5.8%
CCN(C(=O)CO/N=C/c1ccc(OC)cc1OC)c1c(N)n(Cc2ccccc2)c(=O)[nH]c1=O	3.8%	0.4%	2.3%
Cc1ccc(/C=C/C(=O)Nc2cc(S(=O)(=O)N3CCOCC3)ccc2N2CCOCC2)cc1	3.8%	0.8%	-9.3%
COc1ccccc1NC(=O)N(CCN1CCCC1)Cc1cc2cc(C)ccc2[nH]c1=O	-3.0%	-0.1%	-4.8%
Cc1ccc(CN2CC(C(=O)NNC(=O)Cn3ccc(C(F)(F)F)n3)CC2=O)cc1 (stereo not given)	1.8%	1.4%	-2.2%
COc1ccc(C(CNC(=O)CNC(=O)c2ccccc2)N2CCCC2)cc1 (stereo not given)	6.7%	1.1%	-5.1%
COc1cc2cc(CN(Cc3ccc4c(c3)OCO4)C(=O)c3ccco3)c(=O)[nH]c2cc1OC	2.4%	-0.4%	-6.2%
CCN(CC(=O)Nc1ccc(OC)cc1)C(=O)Cc1ccsc1	-0.3%	0.1%	-3.7%
O=C(O)c1sccc1S(=O)(=O)N1CCOCC1	4.2%	-0.2%	4.4%
O=C(CN1C(=O)NC2(CCCC2)C1=O)OCc1ccccc1F	0.7%	1.9%	-1.5%
COc1cccc(NC(=O)CN(C)C(=O)c2cccc(NS(=O)(=O)c3ccccc3)c2)c1	2.7%	1.4%	0.4%
CCCN(CC(=O)Nc1ccccc1OC)C(=O)CCC(=O)c1ccc(OCC)cc1	4.9%	2.2%	-8.5%
CCOc1ccc(S(=O)(=O)Nc2cccc(C(=O)N3CCN(c4ccccc4O)CC3)c2)cc1	-0.2%	-0.5%	-5.9%
CC(C)N(C)S(=O)(=O)c1ccc(NC(=O)C2=COCCO2)cc1	3.6%	0.9%	0.0%
O=C(NCCCN1CCCC1=O)c1cccc(S(=O)(=O)N2CCCCC2)c1	1.4%	1.7%	-5.6%
O=S(=O)(c1ccc(SCCOc2ccc(F)cc2)nc1)N1CCCC1	3.4%	1.1%	6.2%
COc1ccc(SCCN2CC[C@@H](O)CCC2=O)cc1	5.3%	-0.4%	-2.4%
COc1cccc(NC(=O)CN(C)C(=O)c2c(C)nn(-c3ccccc3)c2Cl)c1	0.3%	-0.3%	5.2%
CC(=O)c1ccc(NC(=O)[C@@H]2CCCN2C2=NS(=O)(=O)c3ccccc32)cc1	13.1%	4.1%	-10.3%
Cc1ccnc2nc(C(=O)OCC(=O)c3ccc(Cl)cc3)nn12	1.3%	1.4%	-2.6%
CCN(CC(=O)Nc1ccc(NC(C)=O)cc1)C(=O)CCCc1nc2ccccc2s1	4.8%	0.3%	-7.4%
O=C(c1cccc(S(=O)(=O)Nc2ccccc2Cl)c1)N1CCN(c2ccccc2O)CC1	4.3%	0.4%	-7.8%
O=S(=O)(c1ccccc1F)N1CCN(CCOc2ccccc2)CC1	7.4%	1.6%	2.2%
Cc1ccc(OCCC(=O)OCC(=O)c2c(N)n(CC(C)C)c(=O)n(C)c2=O)cc1	1.1%	3.0%	-3.7%

Taken from above:
Result for CC(=O)NCCC(=O)Nc1cc(S(=O)(=O)N2CCCCC2)ccc1N1CCCCC1 in Rac1 GTP hydrolysis: 3.7%
Result for O=C(COc1ccccc1Cl)NNC(=O)c1ccc2c(=O)n3c(nc2c1)CCC3 in NS5 inhibitors: -5.3%
Result for CCN(CC(=O)Nc1ccc(OC)cc1)C(=O)Cc1ccsc1 in RSV antiviral HEp-2: 0.1%
Result for COc1ccccc1NC(=O)N(CCN1CCCC1)Cc1cc2cc(C)ccc2[nH]c1=O in RSV antiviral HEp-2: -0.1%
Result for O=C(O)c1sccc1S(=O)(=O)N1CCOCC1 in Rac1 GTP hydrolysis: 4.2%

Entries of single compounds as entered above. Screens in order: Rac1 GTP hydrolysis	RSV antiviral HEp-2	NS5 inhibitors
Shown for O=S(=O)(c1ccccc1F)N1CCN(CCOc2ccccc2)CC1 → 7.4%	1.6%	2.2%
Shown for COc1ccccc1NC(=O)N(CCN1CCCC1)Cc1cc2cc(C)ccc2[nH]c1=O → -3.0%	-0.1%	-4.8%
Shown for CCOc1ccc(S(=O)(=O)Nc2cccc(C(=O)N3CCN(c4ccccc4O)CC3)c2)cc1 → -0.2%	-0.5%	-5.9%
Shown for CC(=O)NCCC(=O)Nc1cc(S(=O)(=O)N2CCCCC2)ccc1N1CCCCC1 → 3.7%	2.0%	0.0%

The listing continues.
canonical_smiles	Rac1 GTP hydrolysis	RSV antiviral HEp-2	NS5 inhibitors
CN1CCN(S(=O)(=O)c2cccc(C(=O)Nc3sccc3C(N)=O)c2)CC1	11.9%	1.7%	-5.9%
Cc1c(C(=O)NCc2ccccc2CN2CCCC2)oc2c(F)cccc12	6.6%	0.4%	0.7%
Nc1c(C(=O)CSc2nnc(N3CCOCC3)n2-c2cccc(F)c2)c(=O)[nH]c(=O)n1C1CC1	2.5%	0.9%	-3.0%
COc1ccc(-c2cc3ccccc3cn2)cc1	9.1%	1.3%	3.3%
Cc1csc(=O)n1CC(=O)OCC(=O)NC(C)c1ccc(F)cc1 (stereo not given)	1.1%	0.8%	2.2%
CSc1ccccc1NC(=O)CN(C)C(=O)CNc1ccc(C(F)(F)F)cc1[N+](=O)[O-]	6.6%	0.5%	4.1%
CC(NC(=O)COC(=O)CNC(=O)C1CCCCC1)c1ccccc1 (stereo not given)	3.7%	1.4%	-6.6%
O=C(COc1ccc(Br)cc1Cl)NNC(=O)c1ccccc1	4.0%	-0.2%	-3.3%
Cc1ccc(C)c(S(=O)(=O)N2CCN(C(=O)c3ccccn3)CC2)c1	0.3%	0.9%	1.6%
CCOc1ncccc1C(=O)Nc1ccc(C(=O)Nc2ccc(OC)cc2)cc1	5.3%	-0.3%	-6.9%
CN(Cc1ccccc1)C(=O)c1ccc(NC(=O)Cc2cccc(NC(=O)C3CCCN(C(=O)C4CCCC4)C3)c2)cc1 (stereo not given)	4.1%	5.2%	4.8%
O=C(Nc1cc(C(F)(F)F)ccc1-n1cncn1)c1ccc(F)cc1Cl	8.9%	-0.5%	-7.0%
O=C(Cc1ccc(Cl)cc1)SCc1ccccc1	4.8%	0.3%	1.4%
CCOC(=O)c1c(NC(=O)COC(=O)c2nccnc2N)sc2c1CCC2	1.7%	2.5%	2.2%
COc1ccc(CCC(=O)OCC(=O)NCc2ccc3c(c2)OCO3)cc1	3.6%	0.3%	-2.3%
O=C(Nc1ccc(N2CCOCC2)cc1)c1ccc(Cl)c(S(=O)(=O)N2CCCC2)c1	7.6%	0.3%	3.7%
O=C(c1ccccc1)N1CCN(S(=O)(=O)c2ccc(Cl)c(C(F)(F)F)c2)CC1	7.3%	2.1%	-8.1%
CCCCNS(=O)(=O)NC(=O)C1=C(N2CCCC2)COC1=O	6.3%	1.4%	-0.4%
CC1CC(C)(C)CC2(C1)NC(=O)N(CC(=O)N(C)Cc1nc3ccccc3c(=O)[nH]1)C2=O (stereo not given)	5.3%	0.6%	-6.2%
COc1ccc(S(=O)(=O)N2CCN(c3nn(C)c(=O)n(C)c3=O)CC2)cc1	3.6%	0.4%	-4.6%
CCCCn1nc(C(=O)NCC(=O)Nc2c(C)cccc2C)c2ccccc2c1=O	7.5%	-0.5%	0.0%
COc1ccc(C(CNC(=O)C(C)(C)Oc2ccc(Cl)cc2)N2CCCC2)cc1 (stereo not given)	-3.2%	-0.2%	-7.4%
O=S(=O)(c1ccc(SCCOc2ccc(Cl)cc2)nc1)N1CCCC1	8.9%	0.1%	-8.8%
CCCOc1ccccc1N/C(=N\S(=O)(=O)c1ccc(C)cc1)Nc1nc(C)cc(C)n1	8.9%	0.6%	-0.5%
O=C(Cc1ccc(S(=O)(=O)N2CCOCC2)s1)Nc1cc(Cl)ccc1Cl	14.6%	5.0%	-9.4%
CCN(CC(=O)Nc1ccc2c(c1)OCCO2)C(=O)CCc1ccccc1Cl	1.4%	0.4%	0.7%
O=C(COC(=O)COc1ccc(Cl)cc1)NC1CCCC1	4.3%	-0.2%	-18.0%
CCOc1ccccc1NC(=O)COC(=O)C(Cc1ccccc1)NC(=O)c1ccco1 (stereo not given)	4.8%	1.9%	1.5%
CCOC(=O)/C=C/[C@H]1CC(c2ccccc2)(c2ccccc2)CO1	3.9%	-0.6%	-5.6%
O=C1C=C(c2ccccc2C(F)(F)F)C[C@@H](c2ccc3c(c2)OCO3)C1	3.1%	-0.3%	-4.1%
CCCC(=O)Nc1cc(S(=O)(=O)N2CCCCC2)ccc1N1CCOCC1	2.7%	0.8%	9.3%
CC1CCC2(CC1)NC(=O)N(CC(=O)N1CCN(c3ccccc3)CC1)C2=O (stereo not given)	6.1%	1.5%	3.6%
CC1CCN(C(=O)COC(=O)/C=C/c2ccc(Br)o2)CC1	8.1%	0.7%	1.1%
Cc1c(Cl)cnc(NC(=O)COC(=O)C2CC3CCCC(C2)C3=O)c1Cl (stereo not given)	7.5%	1.7%	-3.7%
CCCCn1c(N)c(N(CCC(C)C)C(=O)c2ccc(-c3ccc([N+](=O)[O-])cc3)o2)c(=O)[nH]c1=O	6.8%	-0.3%	2.2%
CC(C)(C)c1ccc(C(=O)CCC(=O)NCc2ccccc2)cc1	3.6%	0.5%	-15.3%
Cc1cc(C(=O)Nc2cccc(S(=O)(=O)N3CCCC3)c2)c2ccccc2n1	3.9%	-0.2%	3.7%
CC(=O)c1cccc(NC(=O)CN2C(=O)NC(C)(c3ccc4c(c3)OCCCO4)C2=O)c1 (stereo not given)	-1.8%	1.6%	-2.6%
N#CC1(NC(=O)CSc2nc3ccccc3s2)CCCCC1	1.6%	0.4%	-8.8%
CSc1ccc(Cl)c(C(=O)OCC(=O)N2CCNC2=O)c1	7.5%	1.2%	-3.0%
C=CCn1c(O)c(N=Nc2ccccc2O)c2ccccc21	2.5%	8.1%	-44.3%
O=C(CCNC(=O)c1ccccc1Cl)NCCCSc1ccccc1	2.0%	1.2%	-3.7%
CCCN(CC(=O)Nc1ccccc1C)C(=O)Cc1c(C)nc2ccccc2c1C	6.1%	2.3%	-8.0%
COc1ccccc1-c1oc2ccccc2c1-c1ccc2cc[nH]c2c1	-0.2%	3.4%	-5.6%
Cc1cccc(NC(=O)CN2CCN(C(=O)C3CCC3)CC2)c1C	7.7%	2.4%	-2.2%
O=C(OCc1c(-c2ccccc2)ncc2ccccc12)c1ccc(Cl)cc1Cl	6.0%	2.3%	-5.7%
Cc1ccc(C(=O)OCC(=O)Nc2cccc(S(=O)(=O)N3CCCCC3)c2)o1	-4.2%	1.8%	-0.4%
CCCCOn1c(C)c(C(=O)OCC)c2c3nonc3ccc21	9.8%	5.7%	-2.9%
CCN(CC)C(=O)N1CCc2ccccc2C1CN1C(=O)c2ccccc2C1=O (stereo not given)	8.2%	18.1%	-7.5%
c1cncc(CNc2ncnc3ccc(-c4ccoc4)cc23)c1	5.1%	-0.2%	-2.4%
COc1ccc(N2C(=O)C3C4c5ccccc5C(C=Nc5ccc(C)cc5C)(c5ccccc54)C3C2=O)cc1 (stereo not given)	5.2%	10.6%	1.6%
O=C(CCN1C(=O)C2CCCCC2C1=O)Nc1cc([N+](=O)[O-])ccc1Cl (stereo not given)	3.1%	0.2%	-2.6%
O=C(CSc1nnc(C2CC2)n1C1CC1)Nc1cccc(Br)c1	4.8%	0.5%	1.8%
Cc1cc(C)cc(OCC(=O)OCC(=O)Nc2cc(C)nn2-c2ccccc2)c1	3.0%	1.5%	-3.7%
COc1ccc(S(=O)(=O)N2CCCCC2)cc1NC(=O)Cn1cnc2ccccc2c1=O	-4.0%	0.1%	-3.8%
O=C(C1=C(O)C(=O)N(c2nc3ccc(Cl)cc3s2)C1c1ccco1)c1ccco1 (stereo not given)	118µM*	3.0%	4.8%
Cc1ccccc1Cc1c(C)nc2c(C(=O)N3CCN(Cc4ccc5c(c4)OCO5)CC3)cnn2c1C	1.1%	1.0%	-8.8%
NC(=O)c1ccc(NC(=O)c2ccc(COc3ccc(F)cc3)o2)cc1	5.2%	1.8%	-3.7%
O=C(Nc1cccc(S(=O)(=O)N2CCOCC2)c1)C1CCCC1	-1.3%	1.8%	-1.5%
COc1cccc(CC(=O)OCC(=O)NC2CCCC2)c1	4.0%	1.2%	-6.1%
O=C(C[n+]1ccccc1)N/N=C/c1cc(Br)ccc1F	8.8%	-0.2%	3.0%
Cc1ccnc(NC(=O)c2ccc(S(=O)(=O)N3CCCCC3)cc2)c1	1.5%	0.7%	-5.1%

Screens: PubChem, Southern Research Specialized Biocontainment Screening Center
